Screening data (PubChem BioAssay)
mIDH1 inhibitor – blocks human mutant IDH1 R132H enzyme | O75874 | IDH1-R132H enzyme, NADPH consumption, diaphorase/resazurin fluorescence | Potency, µM (series often up to 76.6 µM), for inactives: top-dose activity change, negative = inhibition, most hits filed as inhibitors | actives 0.093% (n = 390,000) | AID 602179; further: potency means the concentration at half of the fitted maximal effect; on the % scale 0 is the no-effect control and ±100 the full control effect; nearly all actives have a fitted effect of over 65% in size
Target sequence (O75874 whole entry R132H, stated change not applied): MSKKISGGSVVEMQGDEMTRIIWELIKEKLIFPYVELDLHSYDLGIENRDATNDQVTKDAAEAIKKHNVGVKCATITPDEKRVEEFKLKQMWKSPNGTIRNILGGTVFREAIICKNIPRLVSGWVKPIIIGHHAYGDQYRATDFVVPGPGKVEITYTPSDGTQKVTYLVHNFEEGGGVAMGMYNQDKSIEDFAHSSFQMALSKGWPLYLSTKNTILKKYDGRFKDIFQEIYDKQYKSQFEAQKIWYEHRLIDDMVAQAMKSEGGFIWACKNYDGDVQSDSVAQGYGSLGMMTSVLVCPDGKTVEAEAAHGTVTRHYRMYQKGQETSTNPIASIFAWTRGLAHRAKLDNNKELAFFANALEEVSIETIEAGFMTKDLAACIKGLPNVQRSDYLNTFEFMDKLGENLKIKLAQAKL
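IDH1-R132H (0.5 ug/mL) preincubated 30 min with compound, then NADPH (0.016 mM) and alpha-KG (2 mM) added; 80 min at RT, pH 7.5. Remaining NADPH coupled via diaphorase/resazurin to fluorescence (540/590 nm); concentration-response curves normalized to no-enzyme control.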
D2 agonist – agonists of human D2 dopamine receptor; P14416; HEK293 T-REx D2 cells, calcium flux agonist mode; activation, % at 2 µM; actives 0.53% (n = 340,000);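 active means activation over 3 SD above normal in the single-dose calcium agonist read, cut at about 30% in these data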; further: 0% is about no effect
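Agonism scored from kinetic calcium signal (1 read/sec, 180 s) following compound pin transfer, after a 10 s baseline. Cells: HEK293 Trex line expressing inducible D2 receptor coupled to calcium, dye-loaded after overnight culture at 30 C.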
USP1 inh – inhibitors of human USP1/UAF1 deubiquitinase; recombinant USP1/UAF1, Ub-Rhodamine cleavage fluorescence; Potency, µM (top dose mostly 57.1 µM), without a hit: at the highest dose activity change, negative = inhibition, actives largely listed as inhibitors; actives 0.23% (n = 390,000); further: potency means the concentration at half of the fitted maximal effect; on the % scale 0 is the no-effect control and ±100 the full control effect; nearly all actives have a fitted effect of over 60% in size; inactives centre near -12
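Step one: compound is pinned into 1nM USP1/UAF1 in HEPES pH 7.8 buffer with TCEP. Step two: 15 min room-temperature incubation. Step three: Ub-Rho (150nM final) starts cleavage, tracked by fluorescence over six one-minute reads.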
TRHR enhancer – TRH receptor (human) allosteric enhancement; actives 0.66% (n = 360,000); AID 493056; enhancement, % at 2 µM; TRHR cells, fluo-8 calcium fluorescence, EC20 TRH enhancement; P34981; in the data active means enhancement above about 30%; further: 0% is about no effect
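Enhancer read-out: after compound pinning and an initial kinetic agonist-mode read, an EC20 of TRH (10 nM final) was injected and fluo-8 calcium signal (Ex 480/Em 530) followed at 1 s/cycle for 100 cycles in TRHR-expressing cells.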
rTrxR1 inhibitor – blocks rat thioredoxin reductase 1 | recombinant rTrxR1, NADPH fluorescence consumption, selenite substrate | Potency, µM (titrated, usually from 114 µM), without a hit: at the highest dose activity change, negative = inhibition, hits mostly inhibitors | actives 1% (n = 390,000); further: potency means the concentration at half of the fitted maximal effect; on the % scale 0 is the no-effect control and ±100 the full control effect; nearly all actives have a fitted effect of over 65% in size
Target sequence (O89049 whole entry, looked up): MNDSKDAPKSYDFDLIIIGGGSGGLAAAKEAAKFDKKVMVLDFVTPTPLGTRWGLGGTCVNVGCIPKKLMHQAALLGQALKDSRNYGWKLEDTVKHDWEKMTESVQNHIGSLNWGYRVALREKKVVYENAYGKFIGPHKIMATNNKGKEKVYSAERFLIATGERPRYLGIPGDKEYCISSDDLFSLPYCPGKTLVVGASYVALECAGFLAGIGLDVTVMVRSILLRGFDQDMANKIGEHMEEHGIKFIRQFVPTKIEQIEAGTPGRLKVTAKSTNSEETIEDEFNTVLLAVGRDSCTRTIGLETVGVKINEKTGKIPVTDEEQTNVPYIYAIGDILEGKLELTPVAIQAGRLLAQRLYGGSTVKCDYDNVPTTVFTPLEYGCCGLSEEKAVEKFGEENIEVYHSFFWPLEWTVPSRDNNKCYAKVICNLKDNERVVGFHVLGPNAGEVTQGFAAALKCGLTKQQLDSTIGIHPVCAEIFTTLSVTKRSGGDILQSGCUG
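Rat TrxR1 (90 nM in the dispensed reagent) was pre-reduced with 400 uM NADPH for 5 min at room temperature, then incubated with compound for 15 min. After 400 uM selenite was added, NADPH fluorescence (Ex 340/Em 450 nm) was followed for 8 min.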
TrxR1 substrate – rat thioredoxin reductase 1 substrate activity. purified TrxR1 substrate turnover, NADPH consumption readout. Potency, µM (top dose mostly 114 µM), for inactives: top-dose activity change, negative = substrate turnover. actives 0.01% (n = 390,000); further: potency means the concentration at half of the fitted maximal effect; on the % scale 0 is the no-effect control and ±100 the full control effect; nearly all actives have a fitted effect of over 50% in size
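Rat TrxR1, dispensed at 90 nM, was prereduced with 400 uM NADPH (final) for 5 min at ~22 deg C, then incubated with compound 15 min before 400 uM selenite. A first-read NADPH fluorescence drop versus no-compound background flagged substrates.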
Pin1 inh – blocks the human prolyl isomerase Pin1. Q13526. Pin1 FP peptide displacement, HiFluor488, 10 min. Potency, µM (top dose mostly 115 µM), inactives show at the top dose activity, negative = inhibition, most hits filed as inhibitors. actives 0.009% (n = 390,000); active means well fitted inhibition curve with a large enough effect in the polarisation, with a control signal flat, not every such curve was filed as active; inconclusive means small, poorly fitted or top-dose-only effect, or effect the other way, or a change in a side signal; inactive means no such curve, though single readings can be large or run the other way; the % refers to the polarisation; further: potency means the concentration at half of the fitted maximal effect; on the % scale 0 is the no-effect control and ±100 the full control effect
Target sequence (Q13526 whole entry, looked up): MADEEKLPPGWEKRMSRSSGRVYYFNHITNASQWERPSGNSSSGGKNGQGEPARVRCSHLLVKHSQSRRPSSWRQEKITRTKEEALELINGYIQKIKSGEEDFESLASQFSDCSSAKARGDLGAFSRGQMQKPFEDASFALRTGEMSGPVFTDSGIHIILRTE
D2 antagonist – antagonists of human D2 dopamine receptor; P14416; HEK293 TREx D2 cells, calcium flux, dopamine EC80; inhibition, % at 10 µM; actives 2% (n = 340,000); in the data active means inhibition above about 30%; further: 0% is about no effect
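Antagonism is scored as inhibition of an EC80 dopamine-evoked calcium signal in a force-coupled, tetracycline-inducible HEK293 T-REx D2 line, with compound present 180 s before agonist.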
TRHR ag – activates the human TRH receptor; P34981; TRHR cells, calcium flux fluo-8, FDSS agonist mode; activation, % at 2 µM; actives 0.18% (n = 360,000); AID 493084; in the data active means activation above about 30%; further: 0% is about no effect
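TRHR-expressing cells loaded with fluo-8 calcium dye; 23 nL library compound pin-transferred, kinetic FDSS fluorescence (Ex 480/Em 530) recorded about 180 s for agonist-induced calcium release, before a 10 nM TRH EC20 addition for potentiator mode.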
* marks the source's active call; other numbers are inactive results; ? = inconclusive; . = not tested or not shown; [ ] = another dose, or the depositor's remark. Unless noted, the call rests on the fitted dose curve; in most records, active means well fitted inhibition curve with a large enough effect; inconclusive means small, poorly fitted or top-dose-only effect; inactive means no such curve, though single readings can be large or run the other way. A portion of the library; count on the stated rates, not on these rows.

Structure | mIDH1 inhibitor | D2 agonist | USP1 inh | TRHR enhancer | rTrxR1 inhibitor | TrxR1 substrate | Pin1 inh | D2 antagonist | TRHR ag
COCCn1c(=N)c(C(=O)NCC2CCCO2)cc2c(=O)n3ccccc3nc21 (stereo not given) | -1% | 0.6 | -30% | 3 | ? | 871%[activator] | -10% | . | 0.1
Cc1ccc(C(=O)NCCc2c[nH]c3ccccc23)s1 | 5% | -2.9 | -10% | -1 | 15%[57.1 µM] | 6% | 3% | 4 | 1.0
CCC1(c2ccccc2)NC(=O)N(CC(=O)Nc2cc(S(=O)(=O)N3CCCCC3)ccc2OC(C)C)C1=O (stereo not given) | 4% | 2.2 | -21% | -1 | 5%[57.1 µM] | -1%[57.1 µM] | 12% | 0 | -0.4
O=C(CSc1nc2c(cnn2-c2ccccc2)c(=O)[nH]1)c1ccc(Cl)cc1 | 3% | 0.3 | -4% | 2 | 29% | 1%[57.1 µM] | 62%[activator] | 6 | -0.1
O=c1cc(O)nc(SCc2ccc(Cl)cc2)[nH]1 | 1% | . | 6% | 2 | -10% | -4% | 5% | . | -0.4
COC(=O)c1ccc(Cn2nc(-c3ccccc3)ccc2=O)cc1 | 12% | -0.4 | -24% | -6 | 21% | 6% | -1% | 9 | -1.4
CCCCNCc1cc(Cl)c(OCCC)c(OCC)c1 | 0% | -0.1 | 3% | -2 | -20% | 4% | -3% | 3 | -0.6
O=C(OC1CCOC1=O)c1ccc2ccccc2n1 (stereo not given) | 5% | 0.1 | -21% | -3 | -1% | 4% | -3% | -1 | -0.1
Cc1ccc(CNC(=O)c2cccc(Nc3nc4ccccc4n4nnnc34)c2)cc1 | 8% | 0.6 | ? | 1 | 39%[activator] | 103%[activator] | 11% | . | 0.8
C/C(=N\NC(=O)CCC(=O)O)c1c(-c2ccccc2)c2cc(Br)ccc2[nH]c1=O | 3% | 0.2 | -8% | -2 | 16% | -2% | -10% | 5 | 0.2
C[C@@H](C(=O)NCc1ccc(S(C)(=O)=O)cc1)[C@@H]1C[C@@]1(C)[C@@H](NC(=O)OCc1ccccc1)c1ccccc1 | -1% | -0.9 | -24% | -4 | 19% | 6% | 6% | -10 | 0.5
Cc1ccc(CNS(=O)(=O)c2c(C)n(C)c(=O)n(C)c2=O)cc1 | 0% | 1.1 | -10% | -2 | 2% | 3% | -6% | 5 | 0.2

Copied from the list.
Reading of `Cc1ccc(C(=O)NCCc2c[nH]c3ccccc23)s1` under TRHR enhancer: -1
Reading of `C/C(=N\NC(=O)CCC(=O)O)c1c(-c2ccccc2)c2cc(Br)ccc2[nH]c1=O` under rTrxR1 inhibitor: 16%

Next section
Structure | mIDH1 inhibitor | D2 agonist | USP1 inh | TRHR enhancer | rTrxR1 inhibitor | TrxR1 substrate | Pin1 inh | D2 antagonist | TRHR ag
COC(=O)C1=C(C)NC(=S)NC1c1ccc(OC(=O)c2ccco2)cc1 (stereo not given) | -2% | 1.4 | -11% | 1 | 25%[57.1 µM] | -8%[57.1 µM] | 8% | 8 | 1.5
CC(=O)c1cc(Cl)ccc1OC(=O)c1ccco1 | -4% | -0.6 | -9% | -6 | -7% | -5% | 1% | -2 | -1.4
CCN1C(=O)C(CC(=O)Nc2ccc(OC)cc2)N(Cc2ccc3c(c2)OCO3)C1=S (stereo not given) | 4% | 2.1 | -25% | 23 | 1%[11.4 µM] | 12%[57.1 µM] | -1% | -9 | 1.0
Cc1ccc(O)c(C(=O)c2coc(=N)c(C(=O)NC(C)C)c2)c1 | 4% | -0.4 | -4% | 1 | -5% | -8% | 15% | -8 | -0.3
Cc1ccc(S(=O)(=O)N2CCN(C(=O)COC(=O)CCOc3cc(C)ccc3C)CC2)c(C)c1 | 1% | . | -13% | . | 4% | -3% | 3% | . | .
O=c1[nH]c2cc(NCCO)c([N+](=O)[O-])cc2[nH]1 | -5% | 12 | 3% | -4 | -16%[57.1 µM] | -10%[57.1 µM] | -2% | 6 | -0.2
O=C1Nc2ccccc2/C1=N\N=C\C1=C(N2CCOCC2)C(=C\c2ccccc2)/CC1 | . | 1.5 | . | -4 | . | . | . | -9 | 2.4
CC(NC(=O)C1CCN(c2nc3ccccc3nc2C(F)(F)F)CC1)c1ccccc1 (stereo not given) | -7% | . | -11% | 1 | 4%[57.1 µM] | -3%[57.1 µM] | -8% | . | 0.4
Nc1nc(COc2ccc3ccccc3c2)cs1 | 8% | 1.0 | ? | 11 | 16% | 7% | -18% | 12 | 0.2
Cc1ccccc1N=Cc1cc2c(cc1O)OC(N)=C(C#N)C2c1ccccc1 (stereo not given) | 1% | 0.4 | ? | -1 | ? | -10% | ? | 33* | 2.2
Cc1ccc(NC(=O)CNc2cccc(S(=O)(=O)N3CCCC3)c2)cc1F | 1% | 0.4 | -17% | 1 | -4% | -11% | 4% | -20 | 0.0
CCc1c(O)nc(SCc2ccccc2)n(C(C)CC)c1=O (stereo not given) | 8% | 0.7 | -16% | 3 | -2% | -3% | 4% | -2 | -0.8
CCCc1cc(C(=O)NC2CCCCC2)no1 | 2% | 0.7 | -14% | 8 | 14%[57.1 µM] | 4%[57.1 µM] | -16% | -30 | -0.2
O=C(COC(=O)c1nn(-c2ccccc2C(F)(F)F)cc1O)c1ccc(OC(F)F)cc1 | 1% | -1.0 | -25% | -7 | 22%[57.1 µM] | 8% | -9% | -2 | -0.2
N#C/C(=C\c1ccc(N2CCOCC2)o1)c1ccccc1 | 9% | -0.7 | ? | 5 | 3.5µM* | -3% | ? | -3 | -1.6
CCOC(=O)c1c(C)nc2sc3c(c2c1-c1ccc(OC)cc1)NC(c1ccc(OC)cc1)NC3=O (stereo not given) | -17% | 1.1 | 1% | -4 | -11% | 18% | -9% | 12 | -0.3
O=C(Cn1c(=O)ccc2cc(S(=O)(=O)N3CCCC3)ccc21)Nc1ccccc1 | -10% | 0.2 | -9% | 0 | 23%[57.1 µM] | -2%[57.1 µM] | -5% | . | 1.0
Cc1ccc(/C(N)=N/OC(=O)c2ccco2)cc1 | 4% | 0.8 | -25% | -1 | 9% | 2% | ? | -2 | 0.0
CCn1cc(C(=O)Nc2ncccc2O)c(=O)c2cc(F)c(N3CCN(C(=O)c4ccco4)CC3)cc21 | -4% | -0.2 | -10% | 0 | ? | 13% | ? | 2 | 0.5
COC(=O)CC(NC(=O)c1cccs1)c1ccc(OC)c(OC)c1 (stereo not given) | 2% | 1.6 | -24% | -3 | 24% | 5% | -1% | 9 | -0.1
O=C(c1cccc2nc3ccccc3nc12)N1CCOCC1 | 10% | 1.5 | -9% | -1 | 14%[57.1 µM] | -6%[57.1 µM] | 6% | -2 | -0.1
N#Cc1ccc(C23CC4(C2)[C@H](CN(Cc2cccnc2)[C@@H]4c2ccccc2)C3c2ccccc2)cc1 (stereo not given in full) | -7% | -0.5 | 13% | 2 | 17%[57.1 µM] | 11%[57.1 µM] | 52%[activator] | -11 | 0.2
O=C(COC(=O)[C@@H]1CCCN1C(=O)c1cccs1)Nc1cccc([N+](=O)[O-])c1 | 11% | . | -6% | . | -5%[2.29 µM] | -4%[2.29 µM] | 0% | . | .
COc1ccc(C)cc1NC(=O)C1COc2ccccc2C1 (stereo not given) | -8% | 0.6 | 5% | 2 | 15%[57.1 µM] | 0%[57.1 µM] | ? | . | -0.4

3 entries from above, with each value named:
mol: N#C/C(=C\c1ccc(N2CCOCC2)o1)c1ccccc1
  mIDH1 inhibitor = 9%; D2 agonist = -0.7; USP1 inh = ?; TRHR enhancer = 5; rTrxR1 inhibitor = 3.5µM*; TrxR1 substrate = -3%; Pin1 inh = ?; D2 antagonist = -3; TRHR ag = -1.6

mol: Cc1ccc(/C(N)=N/OC(=O)c2ccco2)cc1
  mIDH1 inhibitor = 4%; D2 agonist = 0.8; USP1 inh = -25%; TRHR enhancer = -1; rTrxR1 inhibitor = 9%; TrxR1 substrate = 2%; Pin1 inh = ?; D2 antagonist = -2; TRHR ag = 0.0

mol: CCn1cc(C(=O)Nc2ncccc2O)c(=O)c2cc(F)c(N3CCN(C(=O)c4ccco4)CC3)cc21
  mIDH1 inhibitor = -4%; D2 agonist = -0.2; USP1 inh = -10%; TRHR enhancer = 0; rTrxR1 inhibitor = ?; TrxR1 substrate = 13%; Pin1 inh = ?; D2 antagonist = 2; TRHR ag = 0.5

(listing goes on)
Structure | mIDH1 inhibitor | D2 agonist | USP1 inh | TRHR enhancer | rTrxR1 inhibitor | TrxR1 substrate | Pin1 inh | D2 antagonist | TRHR ag
CCOC(=O)C1CCN(c2ncnc3c2nnn3C)CC1 | -20% | -1.6 | ? | 3 | 5%[57.1 µM] | -3%[57.1 µM] | -3% | . | -0.6
COC(=O)c1sc2ccccc2c1N | 0% | -1.3 | -26% | 19 | -7% | 143%[activator] | 3% | -7 | -0.5
CCOC(=O)c1c(C)n(C)c2ccc(OC)c(NC(=O)CN3CCSCC3)c12 | -1% | -0.2 | -6% | 3 | 10%[57.1 µM] | -4%[57.1 µM] | 2% | -12 | 0.2
Cc1cccc(OCc2nc(-c3cccnc3)no2)c1 | 1% | 0.0 | -9% | 3 | 5% | -4% | -2% | 1 | 0.0
COc1ccc(Cl)cc1Nc1nnc(-c2ccncc2)s1 | 11% | -0.7 | -24% | 8 | 14% | 5% | 1% | 16 | 0.2
CC(=O)Nc1ccc(OCC(O)CN2CCN(c3cc(Cl)ccc3C)CC2)cc1 (stereo not given) | 1% | 19 | -11% | 2 | 1% | -1% | 5% | 93* | -0.1
Cc1cc(Cl)ccc1OCC(=O)N/N=C/c1ccc(OC2OC(CO)C(O)C(O)C2O)cc1 (stereo not given) | 19% | -0.1 | -3% | 2 | 19% | 1% | 1% | -10 | 0.3
O=C(O)c1ccc(CNCc2ccc(Cl)cc2)cc1 | 4% | 1.3 | 4% | 2 | -22% | -7% | 2% | 13 | 0.0
